POLB inh: blocks human DNA polymerase beta activity; P06746; Pol beta primer extension/strand displacement, fluorescence kinetic; Potency, µM (top dose mostly 114 µM), inactives show at the top dose activity change, negative = inhibition, most hits filed as inhibitors; 340,000 compounds, 1.3% hits; AID 485314; further: potency means the concentration at half of the fitted maximal effect; on the % scale 0 is the no-effect control and ±100 the full control effect
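Enzyme-only controls used 10 nM Pol beta; buffer lacking enzyme served as negative control. Compound preincubated 15 min, then 50 nM substrate added; 0 and 10 min reads at room temperature.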
ALOX12 inh: blocks human arachidonate 12S-lipoxygenase; P18054; purified 12hLO, xylenol orange hydroperoxide absorbance; Potency, µM (highest dose often 108 µM), for the others: top-dose activity change, negative = inhibition, most hits filed as inhibitors; 580,000 compounds, 1.1% hits; further: potency means the concentration at half of the fitted maximal effect; on the % scale 0 is the no-effect control and ±100 the full control effect
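Hydroperoxide product was detected by ferrous iron/xylenol orange as the 573 to 405 nm absorbance ratio. Arachidonic acid at 40 uM (final) was turned over for 30 min at room temperature by 150 nM human 12hLO, pH 7.0 Hepes buffer, after 15 min compound preincubation.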
RGS4 inh: blocks human RGS4-accelerated GTP hydrolysis | 390,000 compounds, 0.039% hits | AID 504845 | P49798 | Potency, µM (highest dose often 114 µM), for inactives: at the top dose activity change, negative = inhibition, usual class: inhibitors | Transcreener GDP fluorescence polarization, RGS4-accelerated GTP hydrolysis; further: potency means the concentration at half of the fitted maximal effect; on the % scale 0 is the no-effect control and ±100 the full control effect; nearly all actives have a fitted effect of over 75% in size; some results filed as inactive show a strong effect at the top dose
Target sequence (P49798 whole entry, looked up): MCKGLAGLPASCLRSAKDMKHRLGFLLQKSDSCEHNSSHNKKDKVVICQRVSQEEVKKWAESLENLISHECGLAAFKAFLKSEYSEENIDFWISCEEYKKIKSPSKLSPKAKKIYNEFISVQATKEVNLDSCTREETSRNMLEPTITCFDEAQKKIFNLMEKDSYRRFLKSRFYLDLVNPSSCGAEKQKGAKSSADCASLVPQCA
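MLSMR compounds (23 nl, pin-transferred) preincubated 10 min at room temperature with a 500nM (2x) first reagent, then RGS4 at 900nM (2x) plus Transcreener GDP mix added; fluorescence polarization (620/688 nm) read before and after 90 min at 30 °C.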
Pol kappa inh: inhibitors of human DNA polymerase kappa. Q9UBT6. purified Pol kappa, fluorescent DNA synthesis assay, 10 min. Potency, µM (highest dose often 107 µM), without a hit: top-dose activity, negative = inhibition, usual class: inhibitors. 400,000 compounds, 0.53% hits; further: potency means the concentration at half of the fitted maximal effect; on the % scale 0 is the no-effect control and ±100 the full control effect
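Here, compound and 10 nM enzyme are combined for 15 min at room temperature; adding 50 nM substrate (final) starts DNA synthesis, tracked by fluorescence at 0 and 10 min against buffer-only wells.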
LDHA block: LDHA (human) enzyme inhibition; purified LDHA, NADH/diaphorase-resazurin fluorescence; hits give low values; P00338; activity change, % (values are at about 110 or 230 µM); AID 1347041; 480,000 compounds, 0.15% hits; in the data active means activity change below about -30%; inconclusive means mostly about -25% to -30%;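 further: plate controls were DMSO wells for no effect and wells without enzyme for full effect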
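Human LDH5 (2 nM) was incubated with 0.06 mM NADH and 0.2 mM pyruvate for 5 min at room temperature in Tris pH 7.4. Remaining NADH was coupled through diaphorase/resazurin, and resorufin fluorescence was read at 0 and 20 min.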
APE1 inh: blocks human APE1 abasic DNA cleavage | recombinant APE1, TAMRA/BHQ-2 abasic DNA cleavage fluorescence | AID 2517 | P27695 | Potency, µM (doses to about 65.8 µM), for inactives: top-dose activity change, negative = inhibition, actives largely listed as inhibitors | 350,000 compounds, 0.35% hits;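 further: potency means the concentration at half of the fitted maximal effect; plate controls were vehicle for no effect and reference inhibitor for full effect; nearly all actives have a fitted effect of over 55% in size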
Target sequence (P27695 whole entry, looked up): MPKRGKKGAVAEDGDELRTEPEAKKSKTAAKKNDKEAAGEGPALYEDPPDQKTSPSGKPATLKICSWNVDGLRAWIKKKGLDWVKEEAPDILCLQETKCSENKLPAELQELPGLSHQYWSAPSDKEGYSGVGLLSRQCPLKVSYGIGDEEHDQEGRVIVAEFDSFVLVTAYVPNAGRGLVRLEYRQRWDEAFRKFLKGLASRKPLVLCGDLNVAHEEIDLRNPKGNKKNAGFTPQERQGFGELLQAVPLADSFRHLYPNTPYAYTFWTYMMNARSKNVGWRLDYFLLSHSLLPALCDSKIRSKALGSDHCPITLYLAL
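Readout is kinetic fluorescence (ex 525, em 598 nm) from cleavage of 50 nM TAMRA/BHQ-2 THF abasic duplex by 0.75 nM APE1, compound added 15 min beforehand at RT.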
Apoferritin bind: binds horse apoferritin like a general anesthetic | apoferritin/1-aminoanthracene competitive binding, fluorescence | P02791 | Potency, µM (top dose mostly 77.5 µM), without a hit: at the highest dose activity change, negative = displacement, actives largely listed as inhibitors | AID 485281 | 350,000 compounds, 0.074% hits; further: potency means the concentration at half of the fitted maximal effect; on the % scale 0 is the no-effect control and ±100 the full control effect; nearly all actives have a fitted effect of over 20% in size
Target sequence (P02791 2-175 limits assumed): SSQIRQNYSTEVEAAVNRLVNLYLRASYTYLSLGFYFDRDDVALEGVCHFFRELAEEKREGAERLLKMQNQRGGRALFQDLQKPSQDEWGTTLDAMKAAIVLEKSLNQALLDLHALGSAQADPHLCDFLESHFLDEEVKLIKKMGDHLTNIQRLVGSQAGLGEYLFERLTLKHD
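Steps: apoferritin (10 uM) was premixed with half-saturated 1-AMA in PBS, compounds were pin-transferred, plates stood 10 min at room temperature, fluorescence was read at 380/535 nm, and curves were fitted with a Hill equation.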
Pol eta inh: blocks human DNA polymerase eta activity. Q9Y253. recombinant Pol eta, fluorescent DNA replication assay. Potency, µM (highest dose often 114 µM), for inactives: top-dose activity change, negative = inhibition, usual class: inhibitors. 390,000 compounds, 1.2% hits. AID 588591; further: potency means the concentration at half of the fitted maximal effect; on the % scale 0 is the no-effect control and ±100 the full control effect
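Fluorescent replication assay: 50 nM final substrate added after a 15 min room-temperature compound preincubation with 10 nM enzyme. Signal taken at 0 min and again at 10 min.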
ERG Ets-DNA blk: blocks human ERG Ets domain binding to DNA; P11308; 370,000 compounds, 0.028% hits; Potency, µM (top dose mostly 76.9 µM), inactives show at the top dose FP activity, negative = inhibition, usual class: inhibitors; fluorescence polarization, His-ERG Ets domain / labelled DNA; AID 624246; active means well fitted inhibition curve with a large enough effect in the polarisation, with a control signal flat; inconclusive means small, poorly fitted or top-dose-only effect, or effect the other way, or a change in a side signal; inactive means no such curve, though single readings can be large or run the other way; the % refers to the polarisation;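 further: polarization taken with two DNA probes labelled with fluorescein and Texas red; potency means the concentration at half of the fitted maximal effect; % of control where 0% means no effect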
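His-tagged ERG Ets domain (1 uM in the protein solution; 300mM KCl, 50mM Tris-HCl, 1mM EDTA, 1mM DTT, pH 7.5) received compound, then a probe mix of 5 nM fluorescein-DNA and 100nM Texas-615-DNA. Fluorescence polarization was read for both dyes.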
* = called active by the depositor; [ ] = another dose, or the depositor's remark. Unless noted, the call rests on the fitted dose curve; in most records, active means well fitted curve in the direction sought with a large enough effect; inconclusive means small, poorly fitted or top-dose-only effect, or another doubt; inactive means no such curve, though single readings can be large; an effect the other way counts as inactive or inconclusive. These rows are one share of the data; count on the stated rates, not on these rows.

Results for O=C(CSc1nc2c([nH]c3ccccc32)c(=O)n1-c1ccccc1)Nc1cccc(C(F)(F)F)c1 ?
POLB inh: 12%; ALOX12 inh: inconclusive; RGS4 inh: 1%; Pol kappa inh: -11%[60.1 µM]; LDHA block: -1; Apoferritin bind: -5%; Pol eta inh: -2%; ERG Ets-DNA blk: 3%

Results for N#Cc1c(NC(=O)CSc2ncn[nH]2)sc2c1CCCCC2 ?
POLB inh: -13%; ALOX12 inh: 25%; RGS4 inh: -14%; Pol kappa inh: -1%; LDHA block: 2; APE1 inh: inconclusive; Apoferritin bind: -10%; Pol eta inh: -12%; ERG Ets-DNA blk: 7%

What do the screens show for `O=C(NCCc1ccccc1)c1ccc(NCC2CCCO2)c([N+](=O)[O-])c1` (stereo not given)?
POLB inh: 0%; ALOX12 inh: -3%; RGS4 inh: -33%; Pol kappa inh: 4%; LDHA block: -1; APE1 inh: -8%; Apoferritin bind: -13%; Pol eta inh: -18%; ERG Ets-DNA blk: -2%

What do the screens show for `O=C(O)C1CC=CCC1C(=O)Nc1cccc(Cl)c1` (stereo not given)?
POLB inh: 2%; ALOX12 inh: 9%; RGS4 inh: 6%; Pol kappa inh: 1%; LDHA block: -3; APE1 inh: -1%; Apoferritin bind: inconclusive; Pol eta inh: -9%; ERG Ets-DNA blk: 7%

How did N#CCCn1cc(/C=C2\NC(=S)N(c3ccccc3)C2=O)c(-c2ccc(-c3ccccc3)cc2)n1 do in these assays?
POLB inh: 17%; ALOX12 inh: -23%; RGS4 inh: 4%; Pol kappa inh: -4%; LDHA block: -12; APE1 inh: -5%; Apoferritin bind: -12%; Pol eta inh: 4%; ERG Ets-DNA blk: -4%

Results for COc1cc(CC(=O)OCC(=O)Nc2cc(S(=O)(=O)N3CCCC3)ccc2Cl)cc(OC)c1OC ?
POLB inh: 1%; ALOX12 inh: -3%; RGS4 inh: -1%; Pol kappa inh: -22%; LDHA block: 0; APE1 inh: -4%; Apoferritin bind: -23%; Pol eta inh: 3%; ERG Ets-DNA blk: 2%

Results for NC(N)=NS(=O)(=O)c1ccc(NC(=S)NC(=O)/C=C/c2ccc(F)cc2)cc1 ?
POLB inh: 2%; ALOX12 inh: 1%; RGS4 inh: 16%; Pol kappa inh: -9%; LDHA block: -6; APE1 inh: 35%; Apoferritin bind: -9%; Pol eta inh: 11%; ERG Ets-DNA blk: 8%

What do the screens show for `C/C(=N\NC(=O)c1ccc(C)cc1)C1C(=O)c2ccccc2C1=O`?
POLB inh: -11%; ALOX12 inh: 1%; RGS4 inh: 22%[56.9 µM]; Pol kappa inh: -12%; LDHA block: -14; APE1 inh: -4%; Apoferritin bind: -11%; Pol eta inh: -6%; ERG Ets-DNA blk: 2%

What do the screens show for `COc1cc(OC)cc(C(=O)N[C@H](C(=O)OCC(=O)NC(C)c2ccccc2)C(C)C)c1` (stereo not given in full)?
POLB inh: 4%[57.1 µM]; ALOX12 inh: 2%; RGS4 inh: 30%; Pol kappa inh: -17%; LDHA block: 0; APE1 inh: -1%; Apoferritin bind: 1%; Pol eta inh: -7%; ERG Ets-DNA blk: 0%

What do the screens show for `CCOC(=O)COc1c(Cl)cc(C2NC(=S)NC(c3ccccc3)=C2C(C)=O)cc1OCC` (stereo not given)?
POLB inh: -12%; ALOX12 inh: inconclusive; RGS4 inh: 12%; Pol kappa inh: -19%; LDHA block: 0; APE1 inh: 3%; Apoferritin bind: -5%; Pol eta inh: -13%; ERG Ets-DNA blk: -2%

How did CCOC(=O)c1nnc2ccnn2c1N do in these assays?
POLB inh: 2%; ALOX12 inh: -21%[57.4 µM]; RGS4 inh: 8%; Pol kappa inh: -5%; LDHA block: -2; APE1 inh: -3%; Apoferritin bind: -9%; Pol eta inh: 9%; ERG Ets-DNA blk: 7%

How did COc1cccc(-c2nc(CS(=O)CC(=O)O)c(C)o2)c1 (stereo not given) do in these assays?
POLB inh: 12%; ALOX12 inh: inconclusive; RGS4 inh: 12%; Pol kappa inh: -15%; LDHA block: -6; APE1 inh: -3%; Apoferritin bind: 0%; Pol eta inh: -11%; ERG Ets-DNA blk: 1%

How did Nc1cc(=O)[nH]c(SCC(=O)Nc2cc(Cl)ccc2Cl)n1 do in these assays?
POLB inh: 7%; ALOX12 inh: -12%; RGS4 inh: 12%; Pol kappa inh: -4%; LDHA block: -6; APE1 inh: -2%; Apoferritin bind: 3%; Pol eta inh: -1%; ERG Ets-DNA blk: -9%

What do the screens show for `CCOc1ccc(S(=O)(=O)N2CCCC(C(=O)N3CCCC3)C2)cc1` (stereo not given)?
POLB inh: -19%; ALOX12 inh: 133%[activator]; RGS4 inh: 0%; Pol kappa inh: -2%; LDHA block: -6; APE1 inh: 44%[activator]; Apoferritin bind: -7%; Pol eta inh: -23%; ERG Ets-DNA blk: -13%

How did COc1ccccc1N(Cc1cc2cccc(C)c2[nH]c1=O)C(=O)C(C)C do in these assays?
POLB inh: 2%; ALOX12 inh: -9%; RGS4 inh: -39%; Pol kappa inh: -12%; LDHA block: -6; APE1 inh: 0%; Apoferritin bind: -11%; Pol eta inh: -11%; ERG Ets-DNA blk: 0%

How did CCOC(=O)N1CCN(C2CC(=O)N(c3ccc(Cl)c(Cl)c3)C2=O)CC1 (stereo not given) do in these assays?
POLB inh: 0%; ALOX12 inh: -10%; RGS4 inh: 5%; Pol kappa inh: -3%; LDHA block: 0; APE1 inh: 6%; Apoferritin bind: -5%; Pol eta inh: -17%; ERG Ets-DNA blk: 3%

Results for COc1ccc(NC(=O)Cn2c(=O)n(Cc3ccccc3Cl)c(=O)c3cc(OC)c(OC)cc32)cc1 ?
POLB inh: -24%; ALOX12 inh: -19%; RGS4 inh: -7%; Pol kappa inh: -17%; LDHA block: 2; Apoferritin bind: 5%; Pol eta inh: -5%; ERG Ets-DNA blk: -3%

What do the screens show for `O=C(Nc1cc2c(cc1Br)OCCO2)c1ccco1`?
POLB inh: inconclusive; ALOX12 inh: -24%; RGS4 inh: 25%; Pol kappa inh: 4%; LDHA block: -3; APE1 inh: 7%; Apoferritin bind: -8%; Pol eta inh: 9%; ERG Ets-DNA blk: 5%

Results for O=C(COC(=O)C1CC(=O)N(Cc2ccco2)C1)Nc1ccccc1[N+](=O)[O-] (stereo not given) ?
ALOX12 inh: 16%; RGS4 inh: 21%; Pol kappa inh: -11%; LDHA block: -19; APE1 inh: -2%; Pol eta inh: -6%; ERG Ets-DNA blk: 3%

How did Cc1cccn2c(=O)c(/C=C(\C#N)c3nc4ccccc4[nH]3)c(Oc3ccc(C(C)(C)C)cc3)nc12 do in these assays?
POLB inh: 3%; ALOX12 inh: -5%; RGS4 inh: -16%; Pol kappa inh: 0%; LDHA block: 7; Apoferritin bind: inconclusive; Pol eta inh: -18%; ERG Ets-DNA blk: 1%

Results for CCCNC(=O)N1CCN(c2nc(C(C)C)c3c(c2C#N)CC(C)(C)OC3)CC1 ?
POLB inh: 13%; ALOX12 inh: -2%[57.4 µM]; RGS4 inh: 12%; Pol kappa inh: -6%; LDHA block: -9; APE1 inh: -4%; Apoferritin bind: 4%; Pol eta inh: -14%; ERG Ets-DNA blk: -7%

What do the screens show for `CC(C)c1ccc(N(CC(=O)NCCSC(C)(C)C)S(C)(=O)=O)cc1`?
POLB inh: -1%; ALOX12 inh: 0%; RGS4 inh: 19%; Pol kappa inh: -13%; LDHA block: 0; APE1 inh: 1%; Apoferritin bind: -19%; Pol eta inh: 11%; ERG Ets-DNA blk: 7%

What do the screens show for `COC(=O)c1ccc(NC(=O)C(=O)N2CCN(C(=S)Nc3ccc(OC)cc3)CC2)cc1`?
POLB inh: 18%; ALOX12 inh: -17%; RGS4 inh: 0%; Pol kappa inh: -13%; LDHA block: -8; APE1 inh: inconclusive; Apoferritin bind: -15%; Pol eta inh: -7%; ERG Ets-DNA blk: 6%

Results for Cc1ccc(S(=O)(=O)Nc2ccc3c(c2)nc(CCN2CCCC2)n3C)cc1 ?
POLB inh: 4%; ALOX12 inh: 0%; RGS4 inh: 0%; Pol kappa inh: -5%; LDHA block: -1; APE1 inh: 5%; Apoferritin bind: -8%; Pol eta inh: 6%; ERG Ets-DNA blk: 11%

How did COc1ccc(C(=O)NCC(=O)O)cc1 do in these assays?
POLB inh: 44%; ALOX12 inh: -10%; RGS4 inh: 15%; Pol kappa inh: -11%; LDHA block: -9; APE1 inh: 3%; Apoferritin bind: -2%; Pol eta inh: 9%; ERG Ets-DNA blk: 2%

What do the screens show for `O=C(c1cccc2cccc(O)c12)N1CCCCC1`?
POLB inh: inconclusive; ALOX12 inh: inconclusive; RGS4 inh: -19%[11.4 µM]; Pol kappa inh: -13%; LDHA block: 17; APE1 inh: -10%; Apoferritin bind: -16%; Pol eta inh: -4%; ERG Ets-DNA blk: -2%

Looked up by structure from the entries so far, two records:
Results for CCCNC(=O)N1CCN(c2nc(C(C)C)c3c(c2C#N)CC(C)(C)OC3)CC1 ?
POLB inh: 13%; ALOX12 inh: -2%[57.4 µM]; RGS4 inh: 12%; Pol kappa inh: -6%; LDHA block: -9; APE1 inh: -4%; Apoferritin bind: 4%; Pol eta inh: -14%; ERG Ets-DNA blk: -7%

What do the screens show for `COC(=O)c1ccc(NC(=O)C(=O)N2CCN(C(=S)Nc3ccc(OC)cc3)CC2)cc1`?
POLB inh: 18%; ALOX12 inh: -17%; RGS4 inh: 0%; Pol kappa inh: -13%; LDHA block: -8; APE1 inh: inconclusive; Apoferritin bind: -15%; Pol eta inh: -7%; ERG Ets-DNA blk: 6%

From PubChem BioAssay
